Compound activity from PubChem BioAssay.
All columns: NCI-60 one-dose screen, growth in % after 48 h at 10 µM unless noted; 100 = growth as untreated, 0 = no growth, -100 = all killed.
HCC-2998 = HCC-2998 colon cancer; 79,000 tested, 4.7% active; AID 1794799
OVCAR-3 = OVCAR-3 ovarian cancer; 79,000 tested, 7% active; AID 1794787
DU-145 = DU-145 prostate cancer; 81,000 tested, 4.2% active; AID 1794760
SW-620 = SW-620 colon cancer. 82,000 tested, 5.2% active
OVCAR-4 = OVCAR-4 ovarian cancer cells; AID 1794784; 80,000 tested, 3.7% active
OVCAR-8 = OVCAR-8 ovarian cancer; 81,000 tested, 4.4% active
KM12 = KM12 colon cancer cells | 82,000 tested, 5% active
OVCAR-5 = OVCAR-5 ovarian cancer | AID 1794783 | 82,000 tested, 2.9% active
PC-3 = PC-3 prostate cancer cells; 80,000 tested, 3.9% active; AID 1794754
* hit, by the source's call; · = no result given. How the source made its calls: active means growth percent below 10; inactive means the rest.

mol	HCC-2998	OVCAR-3	DU-145	SW-620	OVCAR-4	OVCAR-8	KM12	OVCAR-5	PC-3
O=C1/C=C(/c2cc3ccccc3o2)Nc2ccccc2NC1=O	·	102	89	99	102	98	91	99	92
O=C(Nc1ccc2c(ccn2C(=O)c2cccc(F)c2)c1)c1cnccn1	114	94	90	108	87	101	100	103	107
Cc1cc(N2CCOCC2)nc(N(CCNc2ccnc3cc(Cl)ccc23)Cc2ccco2)n1	63	-64*	53	50	37	35	45	101	47
Nc1ccc(CC(=S)N2CCOCC2)cc1	90	110	113	116	113	114	104	101	92
O=C(/C=C/c1cn(Cc2ccccc2)c2ccccc12)c1cc2ccccc2oc1=O	88	97	96	99	69	91	77	110	69
CCCCCCCCCCCCCCCCCCNC(=S)N/N=C/c1cc(I)c(O)c(OC)c1	115	99	107	110	109	105	105	112	94
COc1cc(-c2nc(-c3ccccc3)[nH]c2-c2ccnc(NCCCNS(=O)(=O)c3ccc(C(F)(F)F)cc3)n2)ccc1F	125	105	86	97	84	80	85	111	49
CC(=O)c1ccccc1Nc1ccnc2cc(Cl)ccc12	106	116	110	107	136	93	107	94	92
CC(C)C1=CC2=C(C=O)C[C@@H]3[C@](C)(CCC[C@@]3(C)C(=O)OCC#CCN3CCCC3)[C@H]2CC1	94	89	96	88	78	78	75	88	55
CCOC(=O)CN1CCSC1=NC(=O)c1ccc(Cl)cc1	101	96	106	96	99	99	113	91	93
NC(N)=NC1CCCc2ccccc21 (stereo not drawn)	97	110	107	97	111	94	96	113	82
COc1ccc(-c2csc(NC(=O)CSc3nc(-c4ccc(C)cc4)c(C#N)c(=O)[nH]3)n2)cc1	101	101	106	96	112	99	86	91	97
O=C(Cn1c(-c2ccccc2)nc2ccccc21)N=Nc1c(O)[nH]c2ccccc12	98	90	96	97	71	90	95	98	68
N/N=C1\NNC2(O1)C(=O)Nc1ccccc12 (stereo not drawn)	108	89	102	95	97	97	91	104	88
O=C(NCC(O)CO)c1c(I)c(C(=O)NCC(O)CO)c(I)c(N(CCO)C(=O)CO)c1I (stereo not drawn)	·	102	111	102	98	92	100	97	83
Cc1nnc(/N=C2\NC(=O)/C(=C/c3ccsc3)S2)s1	96	93	99	99	91	104	85	107	90
FC(F)(F)c1nc2nc(Cl)c(Cl)nc2[nH]1	112	107	102	107	115	104	94	91	103
Cc1ccc(-c2nc([P+](c3ccccc3)(c3ccccc3)c3ccccc3)c(Nc3ccccc3)o2)cc1	-51*	-12*	13	-30*	-5.2*	-21*	-35*	8.5*	4.1*
CCC(/C=C\C(C)C1CCC2C3CC=C4CC(O)CCC4(C)C3CCC12C)C(C)C (stereo not drawn)	93	114	109	92	111	103	107	83	105
CCC(=O)C1C(=O)c2ccccc2C1=O	106	104	113	113	102	100	105	103	92
COc1ccc(-c2nn3c(-c4cc(Cl)cc(Cl)c4Cl)nnc3s2)cc1	104	105	107	96	90	94	91	84	89
Cc1ccc(C(c2ccc(C)c(C)c2)C(O)C(O)C(O)C(O)CO)cc1C (stereo not drawn)	92	115	110	105	105	102	102	95	100
O=C1/C(=C\c2cccc(OCCOc3ccc(Cl)cc3)c2)N=C2SCCCN12	89	56	89	87	38	88	57	100	42
O=C(O)C1CCN(S(=O)(=O)c2ccc(-c3ccccc3)cc2)CC1	94	112	114	98	106	81	111	125	81
C=CCSc1nc2ccc(C)cc2cc1/C=N/O	95	72	100	67	107	83	85	65	70
CC(=O)c1c(NS(=O)(=O)c2ccc(N)cc2)c(-c2ccccc2)n(C)c1C	·	99	111	108	96	44	105	96	97
O=C(Nc1nc2ccc([N+](=O)[O-])cc2s1)Nc1ccccc1Cl	48	17	40	46	14	13	26	82	17
CCCn1cnc2c(c1=N)C(c1ccc(Br)cc1)c1sc3c(F)cccc3c1O2 (stereo not drawn)	100	94	91	85	69	90	86	73	62
Cc1cc(C)n(C(=O)c2sc(=S)n(-c3ccccc3)c2NCc2cn(-c3ccc(Cl)cc3)nn2)n1	109	108	102	103	94	100	94	103	95
COC(=O)CC[C@H](Nc1nc(N)nc(N(C)C2CCCCC2)c1C=O)C(=O)OC	103	117	109	98	101	100	107	97	95

Full records, quoted from the list. Screens in order: HCC-2998 | OVCAR-3 | DU-145 | SW-620 | OVCAR-4 | OVCAR-8 | KM12 | OVCAR-5 | PC-3
Cc1ccc(C(c2ccc(C)c(C)c2)C(O)C(O)C(O)C(O)CO)cc1C (stereo not drawn) in the list: 92 | 115 | 110 | 105 | 105 | 102 | 102 | 95 | 100
C=CCSc1nc2ccc(C)cc2cc1/C=N/O in the list: 95 | 72 | 100 | 67 | 107 | 83 | 85 | 65 | 70
CCC(=O)C1C(=O)c2ccccc2C1=O in the list: 106 | 104 | 113 | 113 | 102 | 100 | 105 | 103 | 92
CCCn1cnc2c(c1=N)C(c1ccc(Br)cc1)c1sc3c(F)cccc3c1O2 (stereo not drawn) in the list: 100 | 94 | 91 | 85 | 69 | 90 | 86 | 73 | 62

The main list resumes, starting two compounds before the break.
mol	HCC-2998	OVCAR-3	DU-145	SW-620	OVCAR-4	OVCAR-8	KM12	OVCAR-5	PC-3
Cc1cc(C)n(C(=O)c2sc(=S)n(-c3ccccc3)c2NCc2cn(-c3ccc(Cl)cc3)nn2)n1	109	108	102	103	94	100	94	103	95
COC(=O)CC[C@H](Nc1nc(N)nc(N(C)C2CCCCC2)c1C=O)C(=O)OC	103	117	109	98	101	100	107	97	95
Cc1ccc(NC(=O)c2[nH]c(SCCN(C)C)nc2-c2ccc(F)cc2)cc1C#Cc1cnc2cccnn12	96	102	-19*	0.1*	-59*	-12*	-6.5*	12	34
COc1cccc(-c2cc(-c3ccccc3)c(C#N)c(=O)[nH]2)c1	114	107	107	100	92	102	103	106	98
O=C1c2ccccc2C(=O)c2c1cccc2N1CCOCC1	85	93	95	87	94	98	96	78	81
OCC(O)CN1CCCCC1 (stereo not drawn)	95	113	105	103	125	101	103	100	94
COc1cc(/C=C/C(=O)Nc2ccc(C=C3c4ccccc4C(=O)c4ccccc43)cc2)cc(OC)c1OC	102	83	108	87	78	66	44	91	·
N#Cc1c(-c2cccs2)cc(-c2cnccn2)nc1SCC(=O)NNC(=S)Nc1ccc(F)cc1	109	122	109	105	96	104	101	109	99
O=C(O)c1ccc([N+](=O)[O-])cc1-c1cc([N+](=O)[O-])ccc1C(=O)O	107	119	117	107	101	106	109	112	102
Cc1cc(C)c(OC(=O)CSc2nc3ccccc3c(=O)n2CCc2ccccc2)cc1C	102	99	110	103	101	95	92	110	66
CC(CCSCCO)SCCO (stereo not drawn)	103	108	105	102	103	102	101	106	97
CCN(CC)CCOc1ccc(NC(=O)C(C(C)C)N2C(=O)/C(=C/c3ccc(Br)cc3)SC2=S)cc1 (stereo not drawn)	73	94	73	42	70	26	99	66	64
O=C1OC(=O)c2nc3ccccc3nc21	103	119	113	103	117	104	113	99	94
O=C(O)c1ccc(-n2cc(/C=N/Nc3ccc(F)cc3)c(-c3ccc(F)c(F)c3)n2)cc1	63	82	80	55	92	75	59	77	65
Nc1c(CNCc2nnn(Cc3ccccc3)c2N)nnn1Cc1ccccc1	99	107	107	96	92	100	98	95	99
CC(=O)OC[C@]12CC[C@H]3[C@@H](C[C@H]4O[C@]45CC=CC(=O)[C@]35C)[C@]1(O)CC[C@@]2(O)[C@@](C)(O)C1CC(C)=C(C)C(=O)O1 (stereo partly drawn)	-83*	-24*	7.4*	-32*	20	7.7*	-71*	-24*	2.9*
CCCCN(CCCC)c1ccc(/C=C/c2ccnc3ccccc23)cc1	98	88	92	94	83	·	89	112	71
CCc1cccc(CC)c1N1C(=O)COCC1=O	109	108	109	101	116	111	102	103	95
Cc1cc(C2CCCCC2)n(O)c(=O)c1	45	33	48	47	39	21	39	49	55
CC(=O)CCC(CCC(C)=O)(CCC(C)=O)[N+](=O)[O-]	94	114	101	105	117	101	108	105	93
NC(=O)c1cc(I)ccc1NC(=O)/C=C/c1ccccc1	-62*	-63*	-8.0*	9.6*	45	31	9.0*	42	15
O=C(Nc1ccccc1)OCCc1ccccc1	100	118	108	106	91	103	111	93	91
CC(=O)C(N=Nc1ccc(S(N)(=O)=O)cc1)C(=O)Nc1ccc(Cl)cc1 (stereo not drawn)	97	106	105	107	108	99	96	104	99
COc1ccc(C(=O)/C=C/c2ccc(Oc3nc(Nc4ccc(F)cc4)nc(N(C)C)n3)c(OC)c2)cc1	100	57	52	12	43	38	70	83	50
CCOC(=O)c1sc(-c2ccc(OS(=O)(=O)C[C@]34CCC(CC3=O)C4(C)C)c(C=O)c2)nc1C	66	-5.0*	21	10	19	12	7.8*	47	26
CCCCCCCCn1ccc2cc(NC(=O)CN=[N+]=[N-])ccc21	117	96	108	101	103	97	99	98	91
O=C(Nc1nc(-c2ccccc2O)cs1)c1ccccc1CN1C(=O)c2ccccc2C1=O	105	107	109	98	95	96	97	102	84
CC[C@@H](C(=O)[C@@H](C)[C@@H](O)[C@H](C)[C@@H]1O[C@@H]([C@@H](CC)C(=O)O)CC[C@@H]1C)C1O[C@]2(C=CC(=O)[C@]3(CC[C@@](C)([C@H]4CC[C@](O)(CC)[C@H](C)O4)O3)O2)[C@H](C)C[C@@H]1C (stereo partly drawn)	36	27	48	35	48	44	36	56	27
CCOC(=O)c1ccc2c(c1)NC(=O)[C@H]1CCCN21	115	99	101	100	104	102	97	104	92
Nc1ccc(C2(c3ccccc3)Nc3ccccc3S2)cc1 (stereo not drawn)	·	95	95	·	99	102	101	103	60
Nc1ccc2c(c1)Cc1cc(Cl)c(Cl)cc1-2	66	7.3*	60	38	79	86	52	83	69
COc1ccc(CCN2C(=O)CCC3=C2CCC3=O)cc1OC	104	103	105	103	103	105	98	98	98

Other structures follow.
mol	HCC-2998	OVCAR-3	DU-145	SW-620	OVCAR-4	OVCAR-8	KM12	OVCAR-5	PC-3
COc1cc(C(=O)O)ccc1O	109	109	110	104	106	101	106	107	99
COC(=O)C(CC(=O)c1ccc(Cl)cc1)c1ccccc1 (stereo not drawn)	116	111	115	106	103	104	116	103	85
CN(C)c1nc(NCCNS(=O)(=O)c2ccc(C(=O)/C=C/c3ccc(F)cc3)cc2)nc(N2CCOCC2)n1	-97*	64	33	-49*	65	42	-43*	96	49
C=C(C)[C@@H]1CC[C@]2(CO)CC[C@]3(C)[C@H](CC[C@@H]4[C@@]5(C)C/C(=C/c6ccco6)C(=O)C(C)(C)[C@@H]5CC[C@]43C)[C@@H]12	103	109	106	103	99	101	99	112	98
CCN(CC)c1cc(Cl)ccc1C	103	110	121	100	104	104	102	93	·
COC(=O)c1cc2c(n1Cc1ccccc1)-c1oncc1CCC2	76	65	102	35	·	77	63	88	77
COc1cccc2c1C(=O)c1c(O)c3c(c(O)c1C2=O)C[C@@](O)(/C(C)=N/NC(=O)c1cccc([N+](=O)[O-])c1)C[C@@H]3OC1CC(N)C(O)C(C)O1 (stereo partly drawn)	-58*	-41*	-50*	-43*	-17*	-6.8*	-39*	-9.1*	-35*
CCOC(=O)C1=C(C(=O)c2ccccc2)C(c2ccc(Cl)cc2Cl)C(C(=O)c2ccccc2)=C(C(=O)OCC)N1	106	111	102	95	101	100	99	95	96
CCS(=O)(=O)C1C(=O)N(C)C(S(=O)(=O)CC)C(=O)N1C (stereo not drawn)	99	113	109	98	107	102	105	95	84
NNc1nc2nc(-c3ccc(Cl)cc3)cc(-c3ccc(F)cc3)c2c(=O)[nH]1	112	115	95	102	99	101	97	102	100
NC(=N\N=C/c1cccc([N+](=O)[O-])c1)/C(N)=N\N=C/c1cccc([N+](=O)[O-])c1	102	43	58	39	·	58	54	101	72
CN(C)CCC(C#N)(CCN(C)C)c1ccccc1	113	101	103	102	109	105	100	101	89
COc1cccc(C(=O)O)c1OS(=O)(=O)c1ccc(C)cc1	110	111	102	99	92	98	101	95	89
COC(=O)C(Cc1ccc(OC)cc1)c1ccccc1 (stereo not drawn)	87	103	109	92	98	92	101	107	86
CCNS(=O)(=O)c1ccc(OCCOc2ccc(S(=O)(=O)NCC)cc2)cc1	98	108	110	107	102	98	104	101	91
CCOC(=O)C1=C(C)N=C2SC=C(c3ccc(Cl)cc3)N2[C@H]1c1cn(-c2ccccc2)nc1-c1ccc(F)cc1	116	70	93	80	85	77	92	112	68
CC(=O)c1sc(Nc2cccnc2)nc1C	98	104	107	111	130	108	101	112	78
CC(C)OC(=O)Oc1cc(Cl)c(Cl)cc1Cl	·	117	125	105	108	110	110	106	97
CCCCSc1nc(NC2CC2)c(C#N)c(-c2ccc(OC)cc2)n1	106	88	94	117	83	65	99	95	97
Oc1ccc(O)cc1	114	109	105	112	105	95	103	123	89
COC1=C(NC(C)(C)C)C(=O)C(OC)=C(NC(C)(C)C)C1=O	99	101	105	109	97	103	109	97	103
COc1ccc2c(CCCC(c3ccccc3)c3ccccc3)c3[n+](cc2c1OC)CCc1cc2c(cc1-3)OCO2	-82*	-75*	-13*	0.3*	-81*	-48*	-65*	32	-69*
Cc1cc(=O)oc2cc(OCCN(C(C)C)C(C)C)ccc12	100	113	90	106	99	116	107	96	107
C=C(C)[C@@H]1CC=C2c3sc(C4CCOCC4)nc3C[C@@H](C)[C@]2(C)C1	104	104	98	94	92	97	84	101	54
CCCCCCCCCC(=O)OCCCC(CCC(CCC1CCCO1)OC(=O)CCCCCCCCC)OC(=O)CCCCCCCCC (stereo not drawn)	104	112	109	103	109	102	104	103	98
